sdo1 growth: growth rescue of sdo1-depleted yeast, primary screen, S. cerevisiae, bone marrow failure model | 140,000 tested, 0.21% active | z-score at 10 µM | AID 817, 2007 | S. cerevisiae sdo1-depleted JHY4D growth rescue, OD600 30 h; hits give high values; pdr5 snq2 efflux-pump mutant strain;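 active = z-score above 3 at both the 24 hr and the 30 hr optical density reads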;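 note: z-score against mean and SD of all compound wells on the same plate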
Insulin prom inh: inhibitors of insulin promoter-driven GFP, primary screen, imaging, TRM-6 cells (human fetal islet line), eGFP reporter, cell count; inhibition, % at 2 µM; reporter expression induced with tamoxifen; 130,000 tested, 0.9% active; AID 1273, 2008;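 active = inhibition above the mean plus 3 SD, with well images judged a real hit on visual review, cut at about 60% in these data, passing the limit was not always enough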
sdo1 growth Rescue 24 h: recorded beside sdo1 growth, whose call it bears; z-score; S. cerevisiae sdo1-depleted JHY4D growth rescue, OD600; measured here: growth rescue at 24 h;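 0 is the plate mean of compound wells and units are plate SD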
* = called active by the depositor; [ ] = remark or other dose.

`CCC(C)(C)NC(=O)C(c1ccc(C)cc1)N(Cc1cccnc1)C(=O)c1csnn1` (stereo not given) gave sdo1 growth -0.24, Insulin prom inh -142.9 and sdo1 growth Rescue 24 h -1.18.
CC1CCN(C(=O)CSc2nnc(Cn3c(=O)sc4ccccc43)n2C)CC1 was read as sdo1 growth -0.01 and sdo1 growth Rescue 24 h -0.12.
`CN(C(=O)c1ccc2c(c1)OCO2)C1(C(=O)NC2CCCC2)CCCCC1` gave sdo1 growth 1.47, Insulin prom inh -31.2 and sdo1 growth Rescue 24 h 1.68.
For c1cncc(-c2nc(NCC3COc4ccccc4O3)c3ccccc3n2)c1 (stereo not given) the results were sdo1 growth -2.43, Insulin prom inh 8.6 and sdo1 growth Rescue 24 h -1.83.
`CN(C)C(=O)N1CCC(C(=O)NCc2ccc(F)cc2)CC1` gave sdo1 growth -0.2 and sdo1 growth Rescue 24 h -1.1.
For CCC(=O)N1CCN(c2ccc(Cl)cc2NC(=O)c2ccc3c(c2)OCCO3)CC1 the results were sdo1 growth -1.13, Insulin prom inh 21.6 and sdo1 growth Rescue 24 h -1.15.
CC(=O)Nc1cc2c(cc1Br)OCCO2 was read as sdo1 growth -0.72, Insulin prom inh 0.0 and sdo1 growth Rescue 24 h -0.85.
Screening Cc1ncc([N+](=O)[O-])n1CCOC(=O)NC(NCc1ccccc1)C(Cl)(Cl)Cl (stereo not given) returned sdo1 growth 0.33, Insulin prom inh -133.3 and sdo1 growth Rescue 24 h 0.28.
Screening O=C(NCCCN1CCCCCC1)c1ccc2c(Cl)c3c(nc2c1)CCCC3 returned Insulin prom inh -100.0.
`CCOc1cc(NC(=O)CC(C)C)c(OCC)cc1NC(=O)CCn1nnc2ccccc21` gave sdo1 growth -0.2, Insulin prom inh -45.5 and sdo1 growth Rescue 24 h -0.2.
For COc1cc(/C=N/NC(=O)c2ccncc2)ccc1OCc1cnc(Cl)s1 the results were Insulin prom inh -239.5.
`COc1cc(/C=C/C(=O)OCC(=O)NCc2cccs2)ccc1OC(F)F` gave sdo1 growth 0.12, Insulin prom inh -143.8 and sdo1 growth Rescue 24 h 0.38.
COc1cc(SC#N)ccc1N=Cc1c(C)[nH]n(-c2ccc(C)c(C)c2)c1=O was read as sdo1 growth -1.43 and sdo1 growth Rescue 24 h -0.93.
Screening COCCNC(=S)NC(=O)CC12CC3CC(CC(C3)C1)C2 returned sdo1 growth -0.75, Insulin prom inh -88.9 and sdo1 growth Rescue 24 h -0.6.
Screening COc1cccc(NC(=O)C(Cc2ccccc2)NC(=O)C2CCC(C)CC2)c1 (stereo not given) returned sdo1 growth -1.27, Insulin prom inh 35.7 and sdo1 growth Rescue 24 h -1.21.
`O=[N+]([O-])c1cc(Cl)ccc1Sc1cccc2cccnc12` gave sdo1 growth -0.99, Insulin prom inh -8.3 and sdo1 growth Rescue 24 h -0.83.
Screening CN(C)C(=O)COC(=O)c1cc(Cl)cc(Cl)c1N returned sdo1 growth 0.09, Insulin prom inh -40.0 and sdo1 growth Rescue 24 h -0.07.
For CC(=O)c1cc(C#N)c(SCCC(C)C)nc1C the results were sdo1 growth -0.01, Insulin prom inh 30.8 and sdo1 growth Rescue 24 h -0.26.
Screening CC1=C(C(=O)N(C)C)C(c2ccc(Cl)c(Cl)c2)NC(=O)N1 (stereo not given) returned sdo1 growth 0.45, Insulin prom inh 22.2 and sdo1 growth Rescue 24 h 0.55.
For CCC(C)N1C(=O)CCC1C(=O)N1CCN(c2ccc(F)cc2)CC1 (stereo not given) the results were sdo1 growth 0.74, Insulin prom inh -46.7 and sdo1 growth Rescue 24 h 1.03.
`Cc1[nH]c2ccc(-c3nnc(SCC(=O)c4ccc(F)cc4)o3)cc2c1C` gave sdo1 growth 0.92, Insulin prom inh 50.0 and sdo1 growth Rescue 24 h 1.98.
`O=C(NC(N1CCOCC1)C(Cl)(Cl)Cl)c1ccco1` (stereo not given) gave Insulin prom inh 37.5.
`CCOC(=O)Cc1nnc(NC(=O)C(CC)Sc2nc(C)cc(=O)[nH]2)s1` (stereo not given) gave sdo1 growth 0.8 and sdo1 growth Rescue 24 h 0.36.
For O=C(COCC(=O)Nc1cccc(C(F)(F)F)c1)Nc1cccc(C(F)(F)F)c1 the results were sdo1 growth -2.04 and sdo1 growth Rescue 24 h -1.04.
Screening CC1CCN(C(=S)c2ccc(-c3ccc(Cl)cc3Cl)o2)CC1 returned sdo1 growth -1.53, Insulin prom inh -12.0 and sdo1 growth Rescue 24 h -1.12.
For Cc1cc(C(=O)CSc2nnc3ccccn23)c(C)n1-c1ccccc1 the results were sdo1 growth -0.58, Insulin prom inh 6.7 and sdo1 growth Rescue 24 h -0.14.
O=C(COC(=O)c1ccc(S(=O)(=O)N2CCCC2)cc1)NCc1ccc(Cl)cc1 was read as sdo1 growth -0.12, Insulin prom inh 22.6 and sdo1 growth Rescue 24 h 0.67.
Screening Clc1ccc2c(c1)C(N1CCNCC1)=Nc1ccccc1O2 returned sdo1 growth -0.62, Insulin prom inh -54.5 and sdo1 growth Rescue 24 h 0.51.
`CCOC(=O)C1=C(NC(=S)NC(=O)c2ccccc2)c2ccccc2CC1C(C)C` (stereo not given) gave sdo1 growth -0.78, Insulin prom inh 16.7 and sdo1 growth Rescue 24 h -0.14.
For COc1ccc(-c2cc(C(=O)Nc3sc4c(c3C#N)CCCC4)c3ccccc3n2)cc1OC the results were sdo1 growth 1.07, Insulin prom inh -25.0 and sdo1 growth Rescue 24 h 1.11.

Sorted by count of non-hydrogen atoms (ascending): some entries from above
For CC(=O)c1cc(C#N)c(SCCC(C)C)nc1C the results were sdo1 growth -0.01, Insulin prom inh 30.8 and sdo1 growth Rescue 24 h -0.26.
`O=C(NC(N1CCOCC1)C(Cl)(Cl)Cl)c1ccco1` (stereo not given) gave Insulin prom inh 37.5.
Screening CC1=C(C(=O)N(C)C)C(c2ccc(Cl)c(Cl)c2)NC(=O)N1 (stereo not given) returned sdo1 growth 0.45, Insulin prom inh 22.2 and sdo1 growth Rescue 24 h 0.55.
`CCOC(=O)Cc1nnc(NC(=O)C(CC)Sc2nc(C)cc(=O)[nH]2)s1` (stereo not given) gave sdo1 growth 0.8 and sdo1 growth Rescue 24 h 0.36.
`Cc1[nH]c2ccc(-c3nnc(SCC(=O)c4ccc(F)cc4)o3)cc2c1C` gave sdo1 growth 0.92, Insulin prom inh 50.0 and sdo1 growth Rescue 24 h 1.98.
O=C(COC(=O)c1ccc(S(=O)(=O)N2CCCC2)cc1)NCc1ccc(Cl)cc1 was read as sdo1 growth -0.12, Insulin prom inh 22.6 and sdo1 growth Rescue 24 h 0.67.

(further entries)
Screening Cc1ccc(CNC(=O)Cn2cccc2C(=O)c2ccccc2)cc1 returned sdo1 growth -0.43, Insulin prom inh -5.4 and sdo1 growth Rescue 24 h -0.71.
For COc1cc(NC(=O)CSc2nc3ccccc3c(=O)n2C)ccc1NC(=O)c1ccco1 the results were sdo1 growth 0.5, Insulin prom inh -14.3 and sdo1 growth Rescue 24 h 1.53.
For COc1ccccc1NS(=O)(=O)c1cccc(C(=O)NN)c1 the results were sdo1 growth 1.07, Insulin prom inh 50.0 and sdo1 growth Rescue 24 h 0.23.
Screening CCC(C)NC(=O)c1cc(-c2ccc(OC)cc2)on1 (stereo not given) returned sdo1 growth 1.1, Insulin prom inh 0.0 and sdo1 growth Rescue 24 h 1.98.
Screening Cc1c2c(nc3c(C(=O)NC4CCCCC4C)cnn13)CCCC2 (stereo not given) returned sdo1 growth -1.72 and sdo1 growth Rescue 24 h -1.09.
Screening CCOC(=O)C1C(=O)CC(C)(O)C(C(=O)OCC)C1c1cccc(OC)c1 (stereo not given) returned sdo1 growth 0.07 and sdo1 growth Rescue 24 h -0.12.
Screening COc1ccccc1-n1cnnc1SCC(=O)Nc1ncc(Cl)cc1Cl returned sdo1 growth 1 and sdo1 growth Rescue 24 h 0.25.
`Cc1cc(C)n(-c2nc3c(c(=O)[nH]c(=O)n3C)n2C)n1` gave sdo1 growth 0.72, Insulin prom inh -6.5 and sdo1 growth Rescue 24 h 0.9.
Screening CCNC(=O)COc1ncnc2scc(-c3ccc(F)cc3)c12 returned Insulin prom inh -5.9.
`COC(=O)c1ccccc1NC(=O)CCS(=O)(=O)c1ccc(Br)cc1` gave Insulin prom inh -138.9.
Screening COc1ccc(NS(=O)(=O)c2ccc(NC(=O)c3ccc(CN4CCOCC4)cc3)cc2)cc1 returned Insulin prom inh 12.8.
For O=C(Cn1c(C(F)(F)F)nc2ccccc21)Nc1ccccc1N1CCOCC1 the results were sdo1 growth -0.54, Insulin prom inh -69.6 and sdo1 growth Rescue 24 h -0.81.
`CS(=O)(=O)N(CCc1ccccc1)CC(=O)N1CCc2ccccc2C1` gave sdo1 growth 0.56, Insulin prom inh 20.6 and sdo1 growth Rescue 24 h 0.85.
For CN1C(=S)SC(/[N+]([O-])=C\c2ccccc2)C1(C)C (stereo not given) the results were sdo1 growth 0.62, Insulin prom inh -23.1 and sdo1 growth Rescue 24 h -0.05.
Screening Cc1cc(O)c(NC(=O)c2cc([N+](=O)[O-])ccc2Cl)cc1C returned Insulin prom inh 40.0.
Screening Cc1ccc(-n2cc(-c3ccccc3)c3c(N4CCOCC4)ncnc32)cc1 returned Insulin prom inh 8.3.
Screening Cc1cc(C(=O)C(C)Cl)c(C)n1Cc1ccco1 (stereo not given) returned Insulin prom inh 50.0.
`CC(OC(=O)c1cc2sccc2n1C)C(=O)NCc1cccs1` (stereo not given) gave sdo1 growth -1.19, Insulin prom inh -65.7 and sdo1 growth Rescue 24 h -1.19.
Screening Cc1cccc(NC(=S)NNC(=O)c2csc(C(C)C)c2)c1 returned sdo1 growth -0.46, Insulin prom inh 50.0 and sdo1 growth Rescue 24 h -0.51.
For CC1(C)Cc2ccccc2-c2nnc(-c3cccnc3)n21 the results were sdo1 growth 0.53, Insulin prom inh 35.7 and sdo1 growth Rescue 24 h -0.41.
Screening COc1cc(NC(=O)C/C(C)=N/NC(=O)Cc2ccc(Cl)cc2)c(OC)cc1Cl returned sdo1 growth 0.38 and sdo1 growth Rescue 24 h 0.45.
NC(=O)C1=NOC(CNc2ncc(C(F)(F)F)cc2Cl)C1 (stereo not given) was read as sdo1 growth 0.43, Insulin prom inh 21.9 and sdo1 growth Rescue 24 h 0.16.
Nc1cccc(-n2nncc2-c2ccccc2)c1 was read as sdo1 growth 0.43, Insulin prom inh 43.8 and sdo1 growth Rescue 24 h 0.35.
Screening C/C(=N\O)C(=O)NCCN(C)C returned sdo1 growth 1.19 and sdo1 growth Rescue 24 h 0.41.
COc1ccc(N(CN2C(=O)C3C4C=CC(C4)C3C2=O)C(=O)c2ccco2)cc1 (stereo not given) was read as sdo1 growth 0.49[10.9 µM] and sdo1 growth Rescue 24 h 0.1.
For Cc1cc(C(F)F)n2ncc(C(=O)N3CCC(C(N)=O)CC3)c2n1 the results were sdo1 growth 1.81, Insulin prom inh -10.0 and sdo1 growth Rescue 24 h 2.58.
CCOc1ccc(Oc2c(/C=N/NC(N)=O)c(C)nn2-c2ccccc2)cc1 was read as sdo1 growth -0.09 and sdo1 growth Rescue 24 h 0.32.
Screening Cn1cc(CNCCN2CCCCC2=O)c(-c2cccc(Cl)c2)n1 returned Insulin prom inh -21.7.
For COCCNC(=O)c1ccc(CS(=O)(=O)c2ccc(Cl)cc2)o1 the results were sdo1 growth 0.13 and sdo1 growth Rescue 24 h -0.32.
`COc1cccc(N2CCN(S(=O)(=O)c3cccc4nsnc34)CC2)c1` gave Insulin prom inh -14.3.

Next part; the last 2 above are carried over.
For COCCNC(=O)c1ccc(CS(=O)(=O)c2ccc(Cl)cc2)o1 the results were sdo1 growth 0.13 and sdo1 growth Rescue 24 h -0.32.
`COc1cccc(N2CCN(S(=O)(=O)c3cccc4nsnc34)CC2)c1` gave Insulin prom inh -14.3.
For C=CCn1cc(-c2ccc(Cl)cc2)cc(C#N)c1=O the results were sdo1 growth -0.76, Insulin prom inh -35.5 and sdo1 growth Rescue 24 h -0.41.
CCS(=O)(=O)N1CCN(C(=O)C(c2ccccc2)c2ccccc2)CC1 was read as sdo1 growth 0.36, Insulin prom inh -25.0 and sdo1 growth Rescue 24 h 1.
`FC(F)(F)c1cc(-c2ccco2)nc(-n2cnc3ccccc32)n1` gave sdo1 growth -0.86 and sdo1 growth Rescue 24 h -0.93.
`O=C(NC1=NCCS1)C1CC(=O)N(c2ccccc2)C1` (stereo not given) gave sdo1 growth 1.13 and sdo1 growth Rescue 24 h 1.2.
Screening Cc1cc(C)nc(N2CCC(C(=O)NCCc3ccc(Cl)cc3)CC2)n1 returned Insulin prom inh 23.8.
CCOCCCn1c(SCC(=O)NCc2ccc3c(c2)OCO3)nc2ccccc2c1=O was read as Insulin prom inh -113.3.
For Cc1cc(C(=O)CN2C(=O)C(=O)N(Cc3ccccc3)C2=O)c(C)n1CC1COc2ccccc2O1 (stereo not given) the results were Insulin prom inh 0.0.
O=C(Nc1ccccc1)Nc1snnc1C(=O)Nc1cccc(O)c1 was read as Insulin prom inh 18.2.
For COc1cc(OC)c(/C=N/n2c(C)nnc2C)c(OC)c1 the results were sdo1 growth 0.55, Insulin prom inh 33.3 and sdo1 growth Rescue 24 h 0.8.
Screening COC(=O)c1ccccc1NS(=O)(=O)c1cn(C)c(=O)n(C)c1=O returned sdo1 growth 0.25 and sdo1 growth Rescue 24 h -0.49.
CC1CCc2nn(CC(=O)NC3CCCC3)cc2C1 (stereo not given) was read as sdo1 growth 1.57 and sdo1 growth Rescue 24 h 0.59.
O=C(CSc1nnc2ccccn12)NNC(=O)c1ccccc1 was read as Insulin prom inh 55.6.
`Cc1nc(-c2ccc(C(=O)NCCO)cc2)cs1` gave Insulin prom inh 30.0.
For O=C(NC1CCCCC1)N1CCN(c2ncccn2)CC1 the results were sdo1 growth 1.17, Insulin prom inh 0.0 and sdo1 growth Rescue 24 h 0.09.

Screening results deposited in PubChem by several laboratories.
